Bioassay records deposited in PubChem BioAssay by several laboratories.
HIF act – HIF pathway transcriptional activation | U2OS HRE-luciferase reporter, luminescence; normalized: DMSO 0%, desferrioxamine 100% | AID 1910 | activation, % at 7.5 µM (by protocol) | 300,000 compounds, 0.32% hits;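 active = mean activation of at least 10% of the iron chelator positive control signal, with at least half of replicates also reaching 10%; inconclusive = mean and replicate majority disagree about reaching 10%; inactive = mean and most replicates under 10%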
HSF1 inh – HSF1 inhibition; NIH3T3-HGL HSE-luciferase, MG132-induced, luminescence 8 h; hits give low values; AID 2098; 300,000 compounds, 0.77% hits; activity change, negative = inhibition, % at 7.5 µM (by protocol);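 active = more than half of replicate wells show activity change below -50%, luminescence cut by over half; inconclusive = some wells, but at most half, below -50%; inactive = no replicate well below -50%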;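 note: luciferase reports HSF-1 transcriptional activity via heat shock element; 0% = median of DMSO wells and -100% = zero luminescence signal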
HSF-1 act – increases HSF-1 driven luciferase reporter signal | NIH3T3-HGL HSF-1 luciferase reporter, MG132, 8 h; 100% = twice DMSO control signal | activation, % at 9 µM | 300,000 compounds, 1.7% hits | AID 504408;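 active = mean replicate activation of at least 50% with a set share of replicates each reaching 50%; inconclusive = only one of those two conditions met; inactive = mean below 50% and too few replicates reaching it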;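 note: 0% = median of the neutral control wells and 100% = twice that signal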
HSP90 inh – HSP90 refolding inhibition in rabbit reticulocyte lysate; 290,000 compounds, 0.91% hits; inhibition, % at 5.6 µM; luciferase refolding luminescence, 3 h;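 active = inhibition above the screen-wide mean plus 3 SD, computed separately per campaign, cut at about 16% in these data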;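 note: 0% = DMSO wells and 100% = 60 µM geldanamycin wells; inhibitors lower the luminescence because luciferase stays unfolded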
IEC-6 tox – IEC-6 cytotoxicity, counter-screen for KLF5 inhibitors | luminescence viability | inhibition, % at 5 µM | 290,000 compounds, 0.78% hits | AID 1825; in the data active = inhibition above about 22%;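 note: 0% = plate median of test compound wells and 100% = cytotoxic reference compound wells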
KLF5 inhibitor – inhibitors of KLF5 expression | AID 1700 | DLD-1 KLF5 promoter-luciferase reporter, luminescence | 290,000 compounds, 0.23% hits | inhibition, % at 5 µM;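 active = inhibition above a per-plate limit of that plate's mean compound inhibition plus 3 SD, cut at about 60% in these data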;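 note: 0% = DMSO wells and 100% = LY294002 at 200 µM; higher means less KLF5 promoter-driven luciferase light; inactives centre near -14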
aSyn UTR inh – MLPCN primary screen, SNCA 5' untranslated region. inhibition, % (tested at 7.5 µM). alpha-synuclein 5'UTR reporter, inhibitor activity. 300,000 compounds, 0.82% hits; in the data active = inhibition above about 60%; inconclusive = no clear call, values can overlap the other calls;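 note: H4 neuroglioblastoma cells stably carrying SNCA 5'UTR luciferase fusion; 0% = DMSO wells and 100% = positive control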
HDAC3 inh – human HDAC3 inhibition | O15379 | recombinant HDAC3, fluorogenic peptide/trypsin coupled, fluorescence | inhibition, % at 8.3 µM | 320,000 compounds, 0.15% hits | AID 2718; in the data active = inhibition above about 26%, passing the limit was not always enough; inconclusive = no clear call, values can overlap the other calls
Target sequence (O15379 whole entry, looked up): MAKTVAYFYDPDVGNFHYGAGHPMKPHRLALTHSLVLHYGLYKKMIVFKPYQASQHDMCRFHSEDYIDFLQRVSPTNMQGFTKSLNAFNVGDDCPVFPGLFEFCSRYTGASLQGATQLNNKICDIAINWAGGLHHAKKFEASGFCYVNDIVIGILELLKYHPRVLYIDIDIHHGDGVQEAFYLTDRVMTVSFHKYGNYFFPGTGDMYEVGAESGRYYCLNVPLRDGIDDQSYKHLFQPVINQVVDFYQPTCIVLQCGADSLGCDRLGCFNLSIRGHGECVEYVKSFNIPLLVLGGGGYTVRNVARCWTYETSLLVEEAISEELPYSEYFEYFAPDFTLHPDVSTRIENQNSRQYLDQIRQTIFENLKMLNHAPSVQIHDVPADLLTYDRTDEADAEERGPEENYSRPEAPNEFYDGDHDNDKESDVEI
Platelet DG rel – modulates dense granule release in human platelets. human platelet-rich plasma, SFLLRN dense granule ATP release, luminescence. inhibition, %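 (compounds screened at 7.5 µM in platelet-rich plasma)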. 300,000 compounds, 0.22% hits. AID 1663;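 active = mean replicate score, as percent of positive control, at or above 50; inconclusive = mean below 50 but at least one replicate at or above 50; inactive = mean and every replicate below 50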
AI-2 QS modul – Vibrio harveyi AI-2 quorum sensing modulation. 300,000 compounds, 0.4% hits. Vibrio harveyi JMH597 AI-2 luminescence/OD600 ratio, 9 h; hits give low values; strain lacks LuxN and CqsS sensors; 0 = neutral-control median. AID 2094. activity change, % at 7.5 µM; in the data active = activity change below about -75%, passing the limit was not always enough; inconclusive = no clear call, values can overlap the other calls;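 note: luminescence divided by OD600 gain over 9 h not by final OD600 alone; inactives centre near 13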
* = called active by the depositor; ? = inconclusive; . = no result given.

SMILES	HIF act	HSF1 inh	HSF-1 act	HSP90 inh	IEC-6 tox	KLF5 inhibitor	aSyn UTR inh	HDAC3 inh	Platelet DG rel	AI-2 QS modul
COc1ccccc1CNc1ccc([N+](=O)[O-])cc1C	-0.1	27	55*	3	3	-15	18	-14	-1	17
O=C(COCc1cc(-c2ccc3c(c2)OCO3)on1)N1CCCCC1	2.5	3	13	-1	1	-59	-90	13	-12	25
CCN1CCN(C(=O)C2CCN(c3nnc(C)c4c(C)n(-c5ccc(C)cc5)nc34)CC2)CC1	0.5	4	11	-2	7	-13	29	-1	0	59
CCN(CC(=O)NCCCn1ccnc1)S(=O)(=O)c1ccc(C)cc1	-0.8	-2	-11	5	6	-13	-8	1	4	12
O=C(O)CN1CCN(Cc2ccccc2)C1=O	-0.3	-6	-8	1	-4	-4	-2	-6	-12	2
CC(C)C(C(=O)Nc1sc2c(c1C#N)CCCCC2)N1C(=O)c2ccccc2C1=O (stereo not drawn)	-0.8	2	3	2	-3	-9	3	-4	-3	8
CN(C)S(=O)(=O)c1ccc2c(c1)C(CC(=O)O)NC2=O (stereo not drawn)	-0.3	-1	9	0	-1	-16	15	-2	-2	31
CC(C)N1CC(O)=C(c2ccccc2)C1=N	0.3	-2	2	-2	-9	-23	6	4	2	7
Cc1cc(C)c(C(N)=O)c(Nc2ccc(F)cc2)n1	0.9	-2	-3	1	3	11	17	-3	-4	-1
C=CCOC(=O)C1=C[C@@H](c2coc3ccccc3c2=O)[C@H](CCCO)[C@@H](OCC)O1	-1.5	-1	-10	11	-2	-5	12	4	-2	8
CCc1ccc(N2Cc3ccccc3C2)cc1	1.9	12	18	1	4	-90	-151	1	3	14
CC(=O)N(Cc1cc2cc(C)c(C)cc2n2nnnc12)CC1COCCO1 (stereo not drawn)	-0.1	-7	-13	-1	3	-5	30	0	-1	.
Cc1sc2ncn(CC(=O)Nc3cccc(S(N)(=O)=O)c3)c(=O)c2c1-c1ccccc1	0.1	-3	-6	-5	-11	6	27	4	16	3
Cc1c(Cl)c([N+](=O)[O-])nn1CCCC(=O)Nc1c(C)n(C)n(-c2ccccc2)c1=O	-0.1	-2	-4	0	1	-27	5	3	6	12
O=C(CN1C(=O)c2ccccc2S1(=O)=O)NCc1c(F)cccc1F	0.1	-3	0	.	.	.	9	-5	10	2
COc1ccc(-n2nnnc2SCC(=O)NCc2cccs2)cc1	-1.6	-8	-10	0	-3	-6	34	12	0	4
O=C(O)CCNc1nc(C(F)(F)F)nc2ccccc12	-0.5	-6	-13	-2	4	-4	14	5	12	8
CC1CCN(C2=NC(=O)/C(=C/c3cn(-c4ccccc4)nc3-c3cccc(S(=O)(=O)N(C)C)c3)S2)CC1	0.5	13	21	1	1	-6	-30	3	0	18
Cc1ccc(S(=O)(=O)C2(C(=O)NC3CCCCC3C)CC2)cc1 (stereo not drawn)	0.4	-6	-15	4	-1	-29	4	-4	1	5
C/C(=N\NC(=O)CSc1nnc(C)s1)c1ccc(Cl)cc1	-0.3	-1	4	0	3	-13	-35	2	-1	12
COc1ccc(CCN(C(=S)Nc2ccccc2)C2CC(=O)N(c3ccccc3)C2=O)cc1 (stereo not drawn)	0.2	4	-2	-2	-8	0	-11	4	12	3
S=C(NCC1CCCO1)NC1CCCC1 (stereo not drawn)	-0.2	0	-17	-3	-2	-49	17	0	-4	7
COCCn1c(SCC(=O)Nc2cc(C(C)(C)C)nn2-c2ccccc2)nc2ccccc2c1=O	-0.7	5	20	-4	3	2	27	-10	-11	-1
CC(=O)Nc1sc2c(c1-c1nc3ccccc3s1)CCN(C(C)C)C2	.	.	.	3	99*	62*	.	4	.	.
Cc1ccc(S(=O)(=O)NCCC(=O)N2CCN(S(=O)(=O)c3cccc(F)c3)CC2)cc1C	-0.5	2	-1	.	.	.	7	.	1	8
O=C(CCS(=O)(=O)c1ccccc1)Nc1nc2cc3c(cc2s1)OCCO3	1.2	13	9	-2	-7	-45	-47	2	0	11
CC1CCCN(S(=O)(=O)c2ccc(NC(=O)CCN3C(=O)c4ccccc4C3=O)cc2)C1 (stereo not drawn)	-0.8	-4	9	-1	-3	-28	-10	4	-18	10
C=C(C)c1cccc(C(C)(C)NC(=O)N2CCCC2)c1	0.3	-15	-7	1	-1	-21	-9	-4	7	15
CC1(C)Cc2cccc(OCC(=O)OCC(=O)NCc3ccccc3)c2O1	-1.2	7	39	-3	5	-9	12	-1	3	-7
CCCCNC(=O)CSc1nc2n[nH]c(C)c2c(=N)n1-c1cccc(Cl)c1C	.	.	.	-1	-1	-32	.	0	-7	19
COC(=O)C1(C)CN(S(=O)(=O)c2ccc(C)cc2)c2cc(OC)ccc2C1=O (stereo not drawn)	-0.5	0	10	0	7	-9	14	-5	?	12
CCN(CC)CC1(O)CCN(C(=O)c2ccc(Cl)c(Cl)c2)CC1	.	.	.	-2	3	-2	.	-1	20	3
CCC(C)Cn1c(C)nc2ccccc21 (stereo not drawn)	-0.5	-3	1	0	-1	-17	16	0	7	12
CCOc1ccc(NC(=O)N2CCCC2C(=O)NCc2ccco2)cc1 (stereo not drawn)	-0.2	-4	-6	0	-8	-1	23	-8	10	7
COc1ccc(CCC(=O)Nc2ccc(C(=O)c3ccncc3)cc2)cc1	-1.0	-2	-5	-2	-8	-12	6	0	5	-1
O=C(c1ccc(Cn2cc([N+](=O)[O-])cn2)o1)N1CCCCCC1	-0.4	1	-2	1	-2	-17	3	3	0	10
CCOc1ccc(-c2nnn(CC(=O)N3CCCC3)n2)cc1OCC	0.2	-7	-6	0	0	-34	27	-3	0	12
O=C(NC1CCCC1)C(c1ccccn1)N(C(=O)c1csnn1)c1ccccc1Br (stereo not drawn)	-0.2	-1	-11	.	.	.	-3	.	27	31
COc1ccc(NS(=O)(=O)c2ccc3c(c2)NC(=O)CC(=O)N3)cc1OC	0.3	-6	21	-3	-1	4	11	15	-32	15
CCC(=O)N(Cc1ccco1)c1nc(C(=O)Nc2ccc(Cl)cc2)c(C)s1	0.3	19	36	0	-2	5	-34	0	-7	0
COc1ccc(OCCSc2nc3ccccc3n2CC(=O)O)cc1	-0.3	-10	7	3	0	-17	-20	3	-7	9
CSc1ccc(CNc2cccc3ccccc23)cc1	2.0	6	38	2	2	-11	0	-13	1	23
C=CCNC(=O)c1ccc2c(=O)n(CCCN3CCCC3=O)c(=S)[nH]c2c1	-0.4	-3	-13	-7	6	-13	-9	-1	1	30
COc1cc(CCC(=O)NCc2ccc(F)cc2)cc(OC)c1OC	0.6	-2	1	0	3	-12	-2	4	19	6
Cc1cccc(C)c1OC(=O)CSc1nnc(-c2ccccc2)o1	1.1	-3	0	-3	-12	-10	-7	2	6	34
Cc1ccc(S(=O)(=O)N2CCN(Cc3ccccc3)CC2)c(C)c1N(C)S(=O)(=O)c1ccccc1	0.3	15	28	4	5	-21	-2	11	14	16
CC(=O)n1cc(C2C(=O)CCCC2=O)c2ccccc21	0.0	-5	-4	11	7	-7	13	0	4	15
O=C(NC1CCCC1)C1CCC(=O)N1C1CCCC1 (stereo not drawn)	0.3	-2	8	4	2	-4	12	-4	-1	9
Cc1ccc(C)c(S(=O)(=O)N2CCCCC2CCNC(=O)C(=O)NCc2ccco2)c1 (stereo not drawn)	0.7	26	25	.	.	.	14	2	11	-11
COc1ccc(Br)cc1CN(C)C(=O)c1ccccc1OCc1c(C)noc1C	0.0	9	9	.	.	.	8	-2	9	23
Further results
SMILES	HIF act	HSF1 inh	HSF-1 act	HSP90 inh	IEC-6 tox	KLF5 inhibitor	aSyn UTR inh	HDAC3 inh	Platelet DG rel	AI-2 QS modul
CC(C)(C)C(=O)OCc1nc(-c2ccc(C(F)(F)F)cc2)cs1	1.4	10	19	3	0	6	-39	17	10	6
O=C(CSc1nc2[nH]ncc2c(=O)n1-c1ccccc1)NCCc1ccccc1	-0.2	-10	-13	2	-2	-42	7	-3	-1	11
CCOC(=O)Cn1nc(-c2ccccc2)c(-c2ccccc2)nc1=O	-5.5	-6	0	-4	1	-20	5	-1	-4	18
COc1ccc(C(=O)N/N=C/c2cccc3cccnc23)cc1	12*	6	5	8	12	28	24	7	1	34
O=C(NCc1ccco1)C1CCCN(S(=O)(=O)Cc2ccccc2)C1 (stereo not drawn)	-0.1	-8	-6	49*	-4	-3	4	-8	-1	34
O=C(CCn1c(=O)oc2ccccc21)NC1=NCCS1	0.1	4	13	-5	-3	-14	27	2	13	8
Cc1cc(C)nc(NS(=O)(=O)c2ccc(NC(=S)NC(=O)CC(C)C)cc2)n1	1.3	-2	-5	0	-2	-3	-11	2	-8	-6
O=C(Nc1ncc(Cc2ccccc2Cl)s1)C1=NCCN1	0.1	3	-12	0	5	-3	-30	5	-2	16
CN(C)/N=C/c1ccc(P(c2ccc(/C=N/N(C)C)o2)c2ccc(/C=N/N(C)C)o2)o1	-0.6	1	21	-1	2	-52	7	4	8	7
O=C(O)COc1ccccc1-c1nc(-c2ccccc2)c(-c2ccccc2)[nH]1	-0.8	-6	0	-3	-1	-48	-8	-61	-2	30
O=C(Nc1cccnc1)c1ccc(COc2ccccc2Br)o1	0.6	0	-5	1	-2	-13	27	2	-8	15
CCOC(=O)C1=C(C)Nc2nnnn2C1c1cccnc1 (stereo not drawn)	-1.5	-10	-10	0	-3	-36	-13	-1	2	18
COc1ccc(CNC(=O)N2CCN(c3ccccc3)CC2)cc1	0.2	-3	1	5	-1	-19	-19	-2	18	24
Cc1cc(C)c(Cn2c3ccccc3c3cnn(CC(=O)NCCN4CCOCC4)c(=O)c32)c(C)c1	0.1	15	-3	-2	-6	4	15	4	3	-10
Cc1cc(C)c(S(=O)(=O)N2CCCOC2CNC(=O)C(=O)NCc2cccnc2)c(C)c1 (stereo not drawn)	-0.1	1	18	-5	-4	-28	10	0	-2	24
O=C(Cc1ccccc1)N/N=C/c1cccs1	0.3	0	-10	-3	1	-36	-24	5	-4	-19
COc1ccc(Cc2n[nH]c(=S)n2C)cc1Br	0.1	1	-8	-2	-2	-7	16	2	2	14
O=C(CSc1ncccc1C(=O)O)Nc1ccc2c(c1)OCCO2	0.4	-38	-32	6	7	-29	-55	9	9	8
COc1cccc(OC)c1C(=O)NC(C)CCc1ccccc1 (stereo not drawn)	-0.1	4	-3	-1	0	-36	4	-1	-4	8
Cc1nn(-c2ccccc2)c(C)c1CN	-0.3	0	-1	4	7	-8	10	-2	-3	27
Cc1cc(N2CCN(c3nc(-c4ccc([N+](=O)[O-])cc4)cs3)CC2)c2ccccc2n1	-0.8	0	-3	0	-7	-26	66*	3	-23	8
CC1(c2nnc(-c3ccccc3)o2)CC(c2ccc([N+](=O)[O-])cc2)=NO1 (stereo not drawn)	0.4	4	-4	.	.	.	-7	-4	-5	0
COC(=O)c1ccc(Oc2nc(NC(C)C)nc(NC(C)C)n2)cc1	-0.1	3	5	4	7	-23	27	2	-2	8
CC(C)c1ccc(CN(C(=O)c2ccco2)C2CCS(=O)(=O)C2)cc1 (stereo not drawn)	0.0	-11	1	1	8	2	-10	-4	6	17
